Screens: PubChem, The Scripps Research Institute Molecular Screening Center
CHO parental Ca = signal in parental CHO cells, OX1R antagonist counter-screen; actives 0.63% (n = 330,000); parental CHO-K1, ATP-induced calcium, Fluo-8 fluorescence; inhibition, % at 5.6 µM;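 active means inhibition above that plate's mean sample inhibition plus 3 SD, cut at about 26% in these data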;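 further: 0% = ATP-challenged DMSO wells and 100% = DMSO wells without ATP; some compounds past the cut are filed as inactive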
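Material – parental CHO cells · Reagent – ATP stimulus · Compound – single nominal dose of 5.6 µM per compound · Detection – Fluo-8 fluorescence · Read-out basis – percent inhibition of calcium signal · Controls – ATP-challenged DMSO wells low, unchallenged DMSO wells high · Repeats – no replicates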
CHRM1 agonist = activates human CHRM1 receptor | P11229 | CHO-K1 hM1, Fluo-8 calcium fluorescence, agonist mode; 0% DMSO, 100% acetylcholine EC100 | activation, % at 3 µM | actives 0.33% (n = 360,000);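 active means activation above the run's mean compound activation plus 3 SD, cut at about 16% in these data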;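 further: peak over basal fluorescence ratio within a 140 s kinetic read after compound addition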
OXTR potentiator = potentiates the human oxytocin receptor response; activation, % at 3 µM; CHO-OTR cells, Fluo-8 calcium fluorescence, potentiator mode; 0% = oxytocin EC15, 100% = EC100; actives 0.061% (n = 320,000); P30559;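 active means activation above that plate's cutoff, the mean activation of tested compounds plus 3 SD, cut at about 6.6% in these data, passing the limit was not always enough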;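 further: 100% uses oxytocin at 75 nM as the full agonist control; some results filed as inactive read as strong as hits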
Target sequence (P30559 whole entry, looked up): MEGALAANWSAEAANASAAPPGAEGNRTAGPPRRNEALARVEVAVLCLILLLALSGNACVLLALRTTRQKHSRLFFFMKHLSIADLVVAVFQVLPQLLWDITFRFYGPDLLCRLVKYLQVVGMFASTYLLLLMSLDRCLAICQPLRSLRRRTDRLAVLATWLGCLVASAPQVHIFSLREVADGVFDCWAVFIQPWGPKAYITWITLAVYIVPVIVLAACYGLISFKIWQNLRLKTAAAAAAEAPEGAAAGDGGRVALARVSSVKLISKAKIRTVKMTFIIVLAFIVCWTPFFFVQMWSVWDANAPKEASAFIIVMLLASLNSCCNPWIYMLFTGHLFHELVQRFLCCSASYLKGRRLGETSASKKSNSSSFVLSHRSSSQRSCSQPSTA
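Assay system: CHO cell line stably expressing human OTR | Also added: Oxytocin at about EC15, sub-maximal agonist stimulus | Times: Compound 6 min at room temperature before oxytocin, 100 s read | Measured by: Fluo-8 intracellular calcium fluorescence, ex 470-495, em 515-575 nm | Controls: EC15 oxytocin alone as 0%, 75 nM oxytocin as 100%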
M1 ag parental = M1 agonist counterscreen hit in parental CHO-K1 cells; Fluo-8 calcium fluorescence; scaled to maximal ATP response, vehicle zero; activation, % at 3 µM; actives 0.48% (n = 360,000); AID 602248; in the data active means activation above about 15%;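 further: untransfected CHO-K1 host cells lacking M1 receptor as counterscreen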
CHO-K1 Ca antag = M1 antagonist counterscreen hit in parental CHO-K1 cells. ATP-induced calcium, Fluo-8 fluorescence. inhibition, % at 3 µM. actives 0.6% (n = 360,000). AID 602250;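 active means inhibition above a per-plate cutoff, the plate's mean sample inhibition plus 3 SD, cut at about 24% in these data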;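 further: 0% = DMSO plus EC80 ATP and 100% = DMSO alone without ATP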
M1 PAM = human CHRM1 positive allosteric modulation | CHO-K1 hM1, Fluo-8 calcium fluorescence, ACh EC20; 0% = ACh EC20, 100% = maximal ACh | P11229 | activation, % at 3 µM | actives 0.088% (n = 360,000); in the data active means activation above about 19%, passing the limit was not always enough
M4 ag = CHRM4 agonism in calcium assay; activation, % at 3 µM; P08173; actives 0.14% (n = 360,000); CHO-K1 hM4/Gqi5, Fluo-8 calcium fluorescence; vehicle 0%, full acetylcholine response 100%; AID 624127;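 active means activation above the run mean over all test wells plus 3 SD, cut at about 32% in these data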;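 further: peak over basal fluorescence ratio per well then scaled between controls; 0% = DMSO wells and 100% = acetylcholine at EC100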
Target sequence (P08173 whole entry, looked up): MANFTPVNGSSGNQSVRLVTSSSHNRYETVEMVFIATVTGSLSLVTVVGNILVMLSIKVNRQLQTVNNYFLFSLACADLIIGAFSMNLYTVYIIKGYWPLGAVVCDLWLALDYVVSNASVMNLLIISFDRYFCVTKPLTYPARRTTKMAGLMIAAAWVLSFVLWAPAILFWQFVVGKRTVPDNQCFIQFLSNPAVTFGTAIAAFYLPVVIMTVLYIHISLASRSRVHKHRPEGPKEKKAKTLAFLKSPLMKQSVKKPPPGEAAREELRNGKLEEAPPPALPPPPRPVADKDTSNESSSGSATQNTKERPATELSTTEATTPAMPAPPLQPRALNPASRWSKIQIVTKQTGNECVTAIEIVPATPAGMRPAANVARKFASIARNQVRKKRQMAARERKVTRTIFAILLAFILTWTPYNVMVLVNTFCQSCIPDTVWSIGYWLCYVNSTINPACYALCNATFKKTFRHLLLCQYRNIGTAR
M4 antag = blocks acetylcholine activation of human M4 receptor; inhibition, % at 3 µM; actives 0.73% (n = 360,000); P08173; CHO-hM4 cells, ACh EC80, Fluo-8 calcium fluorescence;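 active means inhibition above its plate's cutoff, the mean inhibition of sample wells plus 3 SD, cut at about 27% in these data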;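 further: 0% = acetylcholine EC80 with DMSO and 100% = DMSO without agonist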
CHRM1 antagonist = human CHRM1 antagonism | CHO-K1 hM1, Fluo-8 calcium fluorescence, ACh EC80 antagonist | AID 588852 | inhibition, % at 3 µM | P11229 | actives 1.3% (n = 360,000);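 active means percent inhibition above its own plate's cutoff, namely the mean of that plate's compound wells plus 3 SD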;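 further: peak over basal fluorescence ratio during 140 s after agonist addition; 0% = ACh EC80 plus DMSO and 100% = DMSO alone without agonist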
* marks the source's active call; other numbers are inactive results; . = no result given. Compounds as they come; 2.9% or so of the library scored in one or more.

mol	M4 antag	M4 ag	M1 PAM	CHRM1 antagonist	M1 ag parental	CHRM1 agonist	OXTR potentiator	CHO parental Ca	CHO-K1 Ca antag
CC(C)CCn1nnnc1C(c1ccc(F)cc1)N1CCC(C(N)=O)CC1 (stereo not given)	2	1	7	-9	0.5	-2	-1	6	-11
Cc1ccc(NC(=O)CCNS(=O)(=O)c2ccc3c(c2)CCC(=O)N3)c(Br)c1	1	0	1	-4	0.2	-4	2	-18	-2
Cc1ccc(Cl)cc1NC(=S)N(CCCN1CCOCC1)Cc1ccco1	9	1	3	3	-0.4	-5	-1	-10	19
Cc1cccc2c1-c1sc(C(=O)N3CCCCC3)cc1CO2	-3	-2	-16	15	-0.6	-4	-19	-7	13
COc1ccc(C(=O)CSc2nnc(COc3ccc(C#N)cc3)n2-c2ccccc2)cc1	-3	1	8	-12	-0.2	1	-5	-2	-6
COC(=O)CNC(=O)c1ccc(F)cc1	-1	2	15	-12	0.4	-1	-3	-9	-8
CC1(C)CC(=O)C2=C(C1)c1c(ccc3ccccc13)NC2c1ccc(OCC(=O)O)cc1 (stereo not given)	-7	-2	-1	0	1.4	-1	-1	-10	-7
O=C(c1ccc(S(=O)(=O)NCc2ccco2)cc1)N1CCN(c2ccccc2)CC1	-3	10	21	-28	1.6	2	-10	-11	-12
COc1ccc(NC(=O)C2CCCN(C(=O)Nc3ccc(F)cc3)C2)cc1OC (stereo not given)	-22	2	17	-14	0.3	1	3	-9	-13
CC1=C(C(=O)N2CCCCCC2)CC(CC(=O)NCCCN(C)C)C(=O)N1CCCN1CCCC1=O (stereo not given)	7	0	.	.	0.9	.	.	.	-12
Cn1ccc2c(-c3ccc4c(c3)OCCO4)cc3c(c21)C1CCC3O1 (stereo not given)	-19	-3	7	-5	-0.2	-5	.	.	1
Nc1nc2n(n1)C(c1cccc(Cl)c1)CC(c1ccc(F)cc1)N2 (stereo not given)	2	4	-1	1	1.0	-1	-4	-9	9
CNC(=O)c1ccc(Nc2nnc(-c3ccc(C(N)=O)cc3)c3ccccc23)cc1	0	0	9	9	-0.7	-4	-6	-1	-4
Cc1ccc(NC(=S)N2CCN(S(C)(=O)=O)CC2)cc1	6	-1	8	-3	0.0	-3	.	.	3
COc1cc(CNS(=O)(=O)c2ccc3c(c2)CC(C)N3C(C)=O)cc(OC)c1OC (stereo not given)	-13	1	7	-12	2.0	-2	-11	-9	-2
O=C(c1cc(-c2ccncc2)nc2c(Cl)cccc12)N1CCN(c2ccccc2F)CC1	-17	7	0	-2	-0.1	-2	-11	-11	0
O=C(NC1CCCCC1)c1sc(N2CCOCC2)nc1-c1ccccc1	3	0	-3	6	0.1	-4	-6	-5	11
COc1ccc(Cc2c(-c3cccc(Br)c3)nc3c(C)cc(Br)cn23)c(C)c1	3	-1	-4	-31	-0.2	-6	.	.	-4
CC[C@@]1(C(=O)OC)N[C@H](CN(C)C(=O)Nc2ccc(F)cc2)[C@@H]2C(=O)N(Cc3ccccc3)C(=O)[C@@H]21	-32	8	4	-9	0.8	-4	-1	-23	-21
COc1ccc(OCCNC(=O)/C=C/c2ccccc2)cc1	-12	1	18	-20	-0.2	-2	-8	-11	-12
O=C(O)CCC(=O)N1N=C(c2cccs2)CC1c1cn(-c2ccccc2)nc1-c1ccccc1 (stereo not given)	0	4	4	-2	0.1	0	-5	-3	16
C=C(C)c1cccc(C(C)(C)NC(=O)NCc2ccc(OC)c(OC)c2)c1	-8	3	13	-10	3.3	-3	-5	-13	-6
Cc1cnc(CN(C)C(=O)CC2C(=O)NCCN2CCCc2ccccc2)[nH]1 (stereo not given)	-1	1	4	-4	0.1	-5	-3	3	-1
CC(C)c1ccccc1OCCNC(=O)c1cncc(Br)c1	-6	7	-4	5	8.3	-1	-2	-10	-9
COc1ccc(NC(=O)CN(C)C(C)C(=O)N2CCCCC2)cc1 (stereo not given)	-1	1	0	-3	-0.2	-5	-3	-8	-3
O=C(Nc1ncc2c(n1)CC(c1ccco1)CC2=O)c1ccco1 (stereo not given)	10	15	1	10	4.2	-1	-6	-6	0
Cn1nc(C(=O)OCc2ccc(Br)cc2F)c2ccccc2c1=O	4	8	4	1	8.5	-2	-5	1	-6
Cc1ccc(NC(=O)c2sc3nc(N4CCOCC4)c4c(c3c2N)CC(C)(C)OC4)cc1	0	9	-2	7	4.5	-2	-1	-24	-3
CSCCC(NC(=O)CCNC(=O)c1ccccc1Cl)c1nc2ccccc2[nH]1 (stereo not given)	-7	0	1	-4	-0.1	-3	3	-10	-24
CCN(CC(=O)Nc1c(F)cccc1F)C(=O)CSCc1ccc(C)cc1	-2	1	-1	-4	0.9	0	.	.	3

Compound profiles, from the list above:
CC(C)c1ccccc1OCCNC(=O)c1cncc(Br)c1 in the list: M4 antag: -6; M4 ag: 7; M1 PAM: -4; CHRM1 antagonist: 5; M1 ag parental: 8.3; CHRM1 agonist: -1; OXTR potentiator: -2; CHO parental Ca: -10; CHO-K1 Ca antag: -9
O=C(Nc1ncc2c(n1)CC(c1ccco1)CC2=O)c1ccco1 (stereo not given) in the list: M4 antag: 10; M4 ag: 15; M1 PAM: 1; CHRM1 antagonist: 10; M1 ag parental: 4.2; CHRM1 agonist: -1; OXTR potentiator: -6; CHO parental Ca: -6; CHO-K1 Ca antag: 0

(listing goes on)
mol	M4 antag	M4 ag	M1 PAM	CHRM1 antagonist	M1 ag parental	CHRM1 agonist	OXTR potentiator	CHO parental Ca	CHO-K1 Ca antag
CC1CCN(C(=O)CN(Cc2ccc(F)cc2)S(C)(=O)=O)CC1	12	1	-5	11	0.4	-10	.	.	9
O=C(Nc1nc2ccccc2[nH]1)C1CCN(S(=O)(=O)c2cccs2)CC1	2	16	-1	6	3.9	0	-7	-4	-3
COc1ccc(OC)c(-c2nnc(SCC(=O)N3CCCC3)o2)c1	-2	2	6	-8	1.0	-2	-10	-6	-14
CC1CCN(C(=O)C2COc3ccccc3O2)CC1 (stereo not given)	-3	-1	12	-15	-0.7	-3	-3	-4	-12
CCOC(=O)C1=C(C)N(Cc2ccccc2)C(=O)NC1c1ccccc1OS(=O)(=O)c1ccccc1[N+](=O)[O-] (stereo not given)	1	0	-2	5	0.2	-5	-13	-16	-9
O=C(NC(c1ccc(Cl)cc1)c1cnccn1)C1CCN(Cc2cccc(C(F)(F)F)c2)CC1 (stereo not given)	-6	3	-1	-5	0.3	-7	.	.	-9
CC1CCN(C(=O)c2ccc3c(=O)n4c(nc3c2)CCCCC4)CC1	-15	2	3	-6	0.5	-2	-5	-14	-5
COC(=O)c1ccc(NC(=O)CN2C(=O)NC3(CCC(C)CC3)C2=O)cc1 (stereo not given)	-5	2	3	-1	0.3	-2	7	-10	-15
Cc1cccc2cc(COC(=O)c3ccco3)c(=O)[nH]c12	-2	2	5	-17	1.1	-3	-5	-13	2
CCC(=O)Nc1cccc(-c2nc3ccccc3c(=O)o2)c1	0	-2	10	-7	0.2	0	-4	0	-6
c1ccc(CCc2nn3c(Cn4nnc5ccccc54)nnc3s2)cc1	2	2	9	-7	0.8	-1	-11	-29	3
COc1cc(/C=C(/NC(=O)c2ccc(Cl)cc2Cl)C(=O)O)cc(OC)c1OC	6	1	0	2	0.2	-5	5	-5	-3
O=C(OCc1cncs1)c1ccccc1	-6	0	3	-4	6.5	-3	-4	-2	-8
Cc1ccc(CC(=O)N2CC(C)OC(C)C2)cc1 (stereo not given)	-2	1	10	-12	0.6	-3	-10	-18	-5
CCN1C(=O)C(=O)N(CC(=O)N2CCC(C)Sc3ccccc32)C1=O (stereo not given)	2	3	9	-5	0.4	-1	2	-17	-10
Cc1nc(SCC(=O)Nc2c(C)n(C)n(-c3ccccc3)c2=O)[nH]c(=O)c1Cc1ccccc1	-1	1	5	-21	0.3	0	-7	-7	-6
NC(c1csc(NC(=O)Nc2ccccc2Cl)n1)C1CCCCC1 (stereo not given)	9	7	0	10	1.7	-1	.	.	-7
O=C(N/C(=C/c1ccc(Br)cc1)C(=O)N1CCCCC1)c1ccccc1F	3	4	-3	17	0.4	-2	-16	-19	4
COCCCNC(=O)CCn1c(=O)c2ccccc2n(Cc2cccc([N+](=O)[O-])c2)c1=O	-9	1	15	-19	1.5	-1	-4	-10	-12
Cc1c(CCO)c(=O)n(C)n1C(=O)c1ccc(F)cc1	-1	1	12	-13	1.8	-4	1	-8	-6
NS(=O)(=O)c1ccc(CNC(=O)CCSCCC(=O)NCc2ccc(S(N)(=O)=O)cc2)cc1	-3	0	7	-13	0.2	-7	0	11	0
COc1ccc2sc(N(CCCN(C)C)C(=O)c3ccc(S(=O)(=O)N(C)Cc4ccccc4)cc3)nc2c1	-5	15	6	-7	5.5	0	-5	-16	-6
CC1CC(C)CN(C(=O)/C(=C\c2ccccc2)c2ccccc2)C1 (stereo not given)	-3	0	4	-6	0.1	-9	-2	-14	0
CC(C)CN1CCN(Cc2nc3ccccc3s2)CC1CCO (stereo not given)	-3	0	3	-8	0.6	-10	3	-8	-2
CC(=O)N/N=C/c1c(C)[nH]n(-c2ccccc2)c1=O	-5	1	5	3	-0.1	-6	-3	-9	4
CCOc1ccc(CCNC(=O)c2ccc3c(=O)n4c(nc3c2)CCCCC4)cc1	4	6	5	-17	2.4	-3	-16	-16	-8
CC(=O)Oc1ccc(C23c4ccccc4C2(OC(C)=O)c2cc(OC(C)=O)ccc23)cc1 (stereo not given)	3	0	6	-9	1.3	-3	.	.	-13
CCn1c(SCC(=O)N/N=C/c2ccc(OC)c(OC)c2)nc2ccccc21	-13	10	5	-1	2.9	-6	-2	-15	-14
Cc1nnsc1S(=O)(=O)Cc1ccccc1C(F)(F)F	1	0	0	1	-0.1	-7	-4	8	2
CS(=O)(=O)N(CC(=O)N1CCCCCC1)c1ccccc1	10	1	5	-17	0.4	-4	-9	-1	-3
Nc1nc2c(ncn2-c2ccccc2)c(=O)[nH]1	-6	1	9	2	-0.2	3	.	.	-3
CCNc1nc(NC(C)C)nc(OCC)n1	0	-1	6	-3	0.5	-1	-11	-8	-1
CCc1cc(C(=O)c2ccccc2)c(N)s1	-9	-2	-1	-1	-0.2	-4	-1	-16	2
Nc1nonc1C(=O)NCCNCc1ccccc1	-5	1	6	-11	0.3	-2	-6	-15	-3
CCOC(=O)c1ccc(NC(=S)N2CCSC2c2ccc(Br)cc2)cc1 (stereo not given)	28*	46*	-4	33*	6.4	34*	-14	46*	16
COc1ccc(C(=O)Nc2cccc(-c3csc(C)n3)c2)cc1S(=O)(=O)N1CCCC1	19	18	-14	36*	7.7	-3	0	-19	2
CCC(=O)N(C)C[C@@H]1Oc2ncc(Br)cc2C(=O)N([C@@H](C)CO)C[C@H]1C	11	0	0	-8	0.1	-3	.	.	-14
Cc1nnc(N2C(=O)c3oc4ccccc4c(=O)c3C2c2ccco2)s1 (stereo not given)	2	0	0	-9	-0.5	-2	-7	-10	0
CC(/C=N/NC(=O)c1nnn(-c2nonc2N)c1C(C)C)=C\c1ccccc1	-8	7	8	-8	2.2	7	4	-18	-2
